CRFBP-R2 block – blocks CRF-induced signaling of the CRF-BP/CRF-R2 complex; inhibition, % at 11.8 µM; AID 588475; 350,000 compounds, 0.59% hits; HEK293 CRF-R2/CRF-BP, CRF-induced calcium fluorescence;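 active means inhibition of the ligand-induced calcium signal above about 50% at the single tested concentration, limit read from the data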
CHRM5 PAM – positive allosteric modulators of human muscarinic M5 receptor. CHO-K1 hM5, Fluo-8 calcium, ACh EC20 PAM; 0% = ACh EC20, 100% = ACh EC100. activation, % at 3 µM. 360,000 compounds, 0.3% hits. AID 624038;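 active means activation above the run cutoff, the mean activation of all test compounds plus 3 SD, cut at about 18% in these data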
Target sequence (P08912 whole entry, looked up): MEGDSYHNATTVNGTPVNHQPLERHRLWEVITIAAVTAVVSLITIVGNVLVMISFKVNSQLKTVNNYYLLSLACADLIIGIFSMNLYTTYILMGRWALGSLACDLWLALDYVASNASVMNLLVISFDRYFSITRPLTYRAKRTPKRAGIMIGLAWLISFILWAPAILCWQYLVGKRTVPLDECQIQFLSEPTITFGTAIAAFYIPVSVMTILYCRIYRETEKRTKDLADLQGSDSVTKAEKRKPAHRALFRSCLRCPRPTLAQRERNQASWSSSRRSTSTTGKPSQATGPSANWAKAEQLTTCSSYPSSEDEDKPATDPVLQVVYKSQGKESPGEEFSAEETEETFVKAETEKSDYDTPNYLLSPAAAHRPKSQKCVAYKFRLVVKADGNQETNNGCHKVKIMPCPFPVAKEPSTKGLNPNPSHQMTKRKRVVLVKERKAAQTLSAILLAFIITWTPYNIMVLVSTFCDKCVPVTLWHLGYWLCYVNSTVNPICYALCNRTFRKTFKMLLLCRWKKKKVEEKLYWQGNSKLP
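system = human M5 receptor in CHO-K1 cells | reagent = EC20 acetylcholine as agonist stimulus | compound dosing = single-point, 3 µM nominal | incubation = Fluo-8 loading 80 min at 37 °C plus 30 min room temperature | detection = Fluo-8 calcium dye fluorescence, kinetic read | benchmarks = low control EC20 acetylcholine (0%), high control EC100 acetylcholine (100%)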
M1 PAM parental – counter-screen for M1 PAMs: effect in parental CHO-K1 cells; 360,000 compounds, 0.02% hits; ATP EC20, Fluo-8 calcium fluorescence; 0% at ATP EC20, 100% at ATP max; activation, % at 3 µM;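 active means activation above the run cutoff, the mean activation of all test compounds plus 3 SD, cut at about 40% in these data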;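 further: peak over basal fluorescence ratio in a 140 s read after ATP addition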
TAAR1 agonist – human TAAR1 agonism | CHO RD-HGA16 TAAR1, Fluo-8 calcium fluorescence; vehicle wells 0%, saturating PEA agonist 100% | activation, % at 3 µM | 360,000 compounds, 0.99% hits;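 active means activation above the mean activation of all test compounds in the run plus 3 SD, cut at about 38% in these data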
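Test system: RD-HGA16 (CHO) cells co-expressing Gα16 and hTAAR1 | Doses: Single dose, 3 µM | Schedule: 17-24 h seeding, 75 min 37 °C dye, 30 min RT | Evaluation: % activation from peak over basal fluorescence ratio, DMSO-to-PEA scaled | Technique: Kinetic Fluo-8 calcium fluorescence | Benchmarks: Low control DMSO, high control PEA (EC100)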
M5 ag – CHRM5 agonism in calcium assay; P08912; CHO-K1 hM5 cells, Fluo-8 calcium fluorescence; 0% DMSO wells, 100% maximal acetylcholine response; activation, % at 3 µM; 360,000 compounds, 0.19% hits;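 active means activation above the run's mean over test compounds plus 3 SD, cut at about 23% in these data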;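 further: signal is peak over basal fluorescence ratio across the kinetic read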
M5 antag – blocks acetylcholine activation of human M5 receptor; P08912; CHO-hM5 cells, Fluo-8 calcium fluorescence, ACh EC80; inhibition, % at 3 µM; 360,000 compounds, 0.59% hits;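 active means inhibition above a per-plate cutoff, the mean of that plate's test compounds plus 3 SD, cut at about 27% in these data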;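 further: 0% = acetylcholine EC80 with DMSO and 100% = DMSO without agonist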
CHRM4 PAM – positive allosteric modulators of human muscarinic M4 receptor. activation, % at 3 µM. CHO-K1 hM4/Gqi5, Fluo-8 calcium fluorescence, ACh EC20; 0% = ACh EC20, 100% = maximal ACh. P08173. AID 624126. 360,000 compounds, 0.4% hits;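 active means activation above its plate's cutoff, the mean activation of sample wells plus 3 SD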; further: some results filed as inactive read as strong as hits
Target sequence (P08173 whole entry, looked up): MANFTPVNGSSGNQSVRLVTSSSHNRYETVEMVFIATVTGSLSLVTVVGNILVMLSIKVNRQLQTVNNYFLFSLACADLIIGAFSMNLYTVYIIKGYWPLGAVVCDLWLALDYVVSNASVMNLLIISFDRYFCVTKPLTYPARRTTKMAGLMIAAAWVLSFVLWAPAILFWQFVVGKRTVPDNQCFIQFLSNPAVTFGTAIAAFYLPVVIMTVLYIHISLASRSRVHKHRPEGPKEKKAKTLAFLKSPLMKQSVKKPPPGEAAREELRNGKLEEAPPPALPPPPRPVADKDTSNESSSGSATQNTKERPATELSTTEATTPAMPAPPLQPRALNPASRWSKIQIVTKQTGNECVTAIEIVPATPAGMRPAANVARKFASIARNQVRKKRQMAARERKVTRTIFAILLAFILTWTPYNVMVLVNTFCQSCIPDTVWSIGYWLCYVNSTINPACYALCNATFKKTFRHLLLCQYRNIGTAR
CRFBP-R2 agonist – agonists of human CRF-binding protein/CRF-R2 receptor complex; activation, % at 13.2 µM; AID 588473; HEK293 CRF-R2/CRF-BP, calcium dye fluorescence (FLIPR); percent of saturating CRF peptide response; 350,000 compounds, 0.46% hits;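 active means activation of at least 50%, plus an integration ratio under a set limit after plate pattern correction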;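 further: plate controls were neutral control wells without compound for no effect and CRF at EC100 for full effect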
TAAR1 antagonist – antagonists of human TAAR1; inhibition, % at 3 µM; 360,000 compounds, 1.5% hits; Q96RJ0; CHO RD-HGA16 TAAR1, Fluo-8 calcium fluorescence, antagonist; AID 624466;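 active means inhibition above a per-plate cutoff, the mean inhibition of test compounds on that plate plus 3 SD, cut at about 49% in these data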;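 further: 0% = DMSO plus EC80 beta-PEA response and 100% = DMSO alone without agonist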
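System: CHO RD-HGA16 cells bearing hTAAR1. Reagent: EC80 β-phenethylamine stimulus. Schedule: seeding 17-24 h prior, 75-min 37 °C, 30-min RT dye loading. Signal: Fluo-8 intracellular calcium dye fluorescence, real-time kinetic reads. Read-out: % inhibition from peak post-agonist over basal fluorescence ratio. Benchmarks: vehicle wells and EC80 agonist wells. Replicates: n of 1.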
The depositor's hits bear a star; . = not tested or not shown; & = joins results of further samples.

SMILES	CRFBP-R2 block	CHRM5 PAM	M1 PAM parental	TAAR1 agonist	M5 ag	M5 antag	CHRM4 PAM	CRFBP-R2 agonist	TAAR1 antagonist
CCc1ccc(OCCOCC(O)CNC(C)CC)cc1 (stereo not drawn)	18	6	-5	-1	-3	-6	4	-1.1	16
Cc1ccc(C2(C)NC(=O)N(CC(=O)Nc3ccccc3C(=O)NC3CCCC3)C2=O)cc1 (stereo not drawn)	1	-1	4	2	3	-4	0	0.1	-15
CC(C)c1c(C(=O)N/N=C2\CCc3ccccc32)nnn1-c1nonc1N	-21	-2	-25	62*	3	4	-7	1.9	8
O=C(NCc1cn(-c2ccccc2)nc1-c1ccccc1)c1ccc([N+](=O)[O-])cc1	10	4	14	8	-3	-3	-1	0.3	3
CN(c1cccc(NC(=O)CCSc2ccccc2)c1)S(C)(=O)=O	7	-12	9	9	3	0	2	0.6	12
COCC(=O)N(Cc1ccccc1)c1ccccn1	13	10	18	6	-2	-10	11	-1.9	3
CC(C)CCCCCCCCCCCCC(=O)NCC(=O)NC1C(O)C(O)C(Nc2ncnc3nc[nH]c23)OC1C(O)CO (stereo not drawn)	12	-3	-9	.	4	-2	7	2.0	.
COc1ccccc1-c1cncc(NC(C)=O)n1	.	-3	16	1	0	3	4	.	1
CCOc1ccc(-c2cc(CCCC(=O)Nc3cc(OC)ccc3OC)no2)cc1	18	0	-12	10	0	-5	-8	-1.4	17
O=C(O)/C(=C\c1ccc(F)cc1)c1ccc(-c2ccccc2)cc1	5	11	14	-4	0	0	8	-0.1	-43
Cc1ccc(NC(=O)NC2CCCN2S(=O)(=O)c2ccc(Cl)cc2)cc1 (stereo not drawn)	0	-3	17	12	1	-4	-5	2.5	3
O=C(CNC(=O)c1cccc(Br)c1)N/N=C/c1ccc2c(c1)OCO2	11	3	-26	-2	-3	1	-5	-0.1	-1
CCN(CC)c1ccc(C=C2C(=O)OC(C)(C(C)(C)C)OC2=O)cc1 (stereo not drawn)	-9	15	12	9	2	-9	-6	48	-9
COc1cc(/C=C(\C#N)C(=O)Nc2cccc(C(=O)O)c2)ccc1OCc1ccc(Cl)cc1	9	4	2	2	-2	3	-5	-0.7	6
CC1=C(C(=O)N2CCCCCC2)CC(CC(=O)NCCCN(C)C)C(=O)N1CCCN1CCCC1=O (stereo not drawn)	.	0	11	0	-1	-3	0	.	-17
COc1cccc(NC(=O)COc2ccc(C(=S)N3CCN(C)CC3)cc2OC)c1	-11	-1	-4	4	4	-11	-3	3.7	15
CCN(CC)S(=O)(=O)c1ccc(C(=O)Nc2cc3oc4ccccc4c3cc2OC)cc1	3	1	3	-1	-1	-4	8	3.6	7
O=C(NC1=NCCS1)c1ccc(Cl)cc1	-3	5	19	5	-2	-6	0	-2.8	-7
COc1cc(OC)cc(C(=O)/C=C2\Sc3ccccc3N2C)c1	-18	1	22	2	-2	-14	-2	0.7	-8
Cc1nc(CN2CCN(S(=O)(=O)c3c(Cl)cc(Br)cc3Cl)CC2)cs1	3	5	12	-1	-2	-10	4	-1.5	-11
CS(=O)(=O)N(CC(=O)N1CCCCCC1)c1ccccc1	13	0	9	12	-7	8	-3	-0.2	0
COCCN(CCOC)C(=O)c1c[nH]c2ccc(S(=O)(=O)N(C)c3ccc(F)cc3)cc2c1=O	-16	1	0	18	0	0	2	-1.2	4
Cc1cc(Cl)ccc1OCC(=O)NCCOC(=O)Nc1sc(=S)n(C)c1C	16	-4	8	7	-1	7	0	0.7	-10
COC(=O)c1ccc(NC(=O)CSc2nncn2-c2ccccn2)cc1	-5	-1	-5	-2	-2	17	2	0.4	0
CCCN1CCc2c(sc3nc(SC)n(-c4ccccc4)c(=O)c23)C1	19	-3	-7	3	-7	12	-3	-0.1	-15
O=C(CSc1nc2ccccc2c(=O)n1-c1ccc(F)cc1F)NC1CCS(=O)(=O)C1 (stereo not drawn)	-1	-3	0	3	0	2	-5	-1.5	-19
O=C(C1=C(O)C(=O)N(CCN2CCOCC2)C1c1ccccn1)c1cccs1 (stereo not drawn)	-9	0	15	8	-5	-3	8	2.5	-5
O=C(Cn1cc(C(F)(F)F)ccc1=O)N1CCN(S(=O)(=O)c2ccc(Cl)cc2)CC1	8	2	-2	2	0	0	-1	-1.1	12
CC1CCc2sc(C(=O)OCC(=O)NC(N)=O)cc2C1 (stereo not drawn)	-12	-1	13	-1	2	-3	-7	2.5	-10
Cc1ccc(S(=O)(=O)N2CCCCC2)cc1NC(=O)Cn1cnc2c1c(=O)n(C)c(=O)n2C	17	0	15	2	2	7	5	-1.9	-14
O=C(NCCNC(=O)c1cccnc1)c1cccnc1	.	-8	6	.	1	4	-2	.	.
O=c1[nH]c(=S)n(C2CCCCC2)c(O)c1C=NCCN1CCOCC1	-24	6	8	4	0	0	6	-1.6	-25
Cc1ccc(S(=O)(=O)N=S(CCO)CCO)cc1	-76	0	13	4	-1	1	6	-1.0	-5
COCCN(CCOC)C(=O)C12CCC(C)(C(=O)C1)C2(C)C (stereo not drawn)	5	8	-1	7	4	-7	1	-0.9	2
COc1ccc(NC(=S)N2CCCC2)cc1OC	7	4	12	7	5	14	12	-0.5	0
COc1ccccc1OCCn1cc(/C=N/n2cnnc2)c2ccccc21	-29	-6	17	8	0	2	-5	3.9	13
COc1nc(Oc2ccc(C(=O)O)cc2)nc(Oc2ccc(C(=O)O)cc2)n1	-23	-7	3	4	-1	0	9	0.3	6
CC(C)(C)n1ncc2c(=O)n(Cc3c(F)cccc3Cl)cnc21	-4	-8	15	17	0	0	-3	-0.5	13
O=C(O)CC1CCS(=O)(=O)C1 (stereo not drawn)	-13	0	-6	0	0	-5	15	-1.3	-9
Cc1csc(=S)n1-c1ccccc1	6	3	17	6	0	-1	1	0.4	-6

Reformatted with each value named: part of the list above
> COCCN(CCOC)C(=O)C12CCC(C)(C(=O)C1)C2(C)C (stereo not drawn)
  CRFBP-R2 block = 5; CHRM5 PAM = 8; M1 PAM parental = -1; TAAR1 agonist = 7; M5 ag = 4; M5 antag = -7; CHRM4 PAM = 1; CRFBP-R2 agonist = -0.9; TAAR1 antagonist = 2
> COc1ccc(NC(=S)N2CCCC2)cc1OC
  CRFBP-R2 block = 7; CHRM5 PAM = 4; M1 PAM parental = 12; TAAR1 agonist = 7; M5 ag = 5; M5 antag = 14; CHRM4 PAM = 12; CRFBP-R2 agonist = -0.5; TAAR1 antagonist = 0
> COc1ccccc1OCCn1cc(/C=N/n2cnnc2)c2ccccc21
  CRFBP-R2 block = -29; CHRM5 PAM = -6; M1 PAM parental = 17; TAAR1 agonist = 8; M5 ag = 0; M5 antag = 2; CHRM4 PAM = -5; CRFBP-R2 agonist = 3.9; TAAR1 antagonist = 13
> COc1nc(Oc2ccc(C(=O)O)cc2)nc(Oc2ccc(C(=O)O)cc2)n1
  CRFBP-R2 block = -23; CHRM5 PAM = -7; M1 PAM parental = 3; TAAR1 agonist = 4; M5 ag = -1; M5 antag = 0; CHRM4 PAM = 9; CRFBP-R2 agonist = 0.3; TAAR1 antagonist = 6

(continued)
SMILES	CRFBP-R2 block	CHRM5 PAM	M1 PAM parental	TAAR1 agonist	M5 ag	M5 antag	CHRM4 PAM	CRFBP-R2 agonist	TAAR1 antagonist
Cc1cnc([N+](=O)[O-])n1CCOC(=O)NC(=O)c1ccc(C(F)(F)F)cc1	3	-4	7	1	-1	18	-7	-1.1	-15
Oc1ccc(-c2nnc(Nc3cccc(O)c3)c3ccccc23)cc1	10	3	9	-1	0	6	7	-0.1	-18
Cn1c(CNC(=O)Nc2ccccc2)nnc1SCc1ccccc1	9	8	13	12	-4	-11	7	0.8	10
OC[C@@H]1CN(Cc2ccco2)C[C@H](n2cnc3c(NC4CCCC4)ncnc32)O1	.	-10	1	1	2	7	1	.	-10
Cc1cccc(C(=O)N2CCC(N3CCC(C(=O)N4CCOCC4)CC3)CC2)c1	-8	-6	-9	0	-1	7	-10	-0.1	-16
O=C(O)C(CCCCNS(=O)(=O)c1ccc(F)cc1)NS(=O)(=O)c1ccc(F)cc1 (stereo not drawn)	4&2	-5&1	-7&10	2&2	-3&-1	5&-8	-6&8	-4.8&-0.4	-15&3
O=C(NCCC(=O)N1CCCCCCC1)c1ccc(Cl)cc1	-19	2	-5	2	2	4	-3	-1.0	-24
Cc1nnc(C)c2c(C)n(C(C)c3ccccc3)c(C)c12 (stereo not drawn)	3	5	17	8	-8	-1	-6	-2.0	-6
CN1C(=O)/C(=C/c2ccccc2OCc2ccccc2)NC1=S	11	-8	16	0	-8	-6	-13	-2.4	6
CC(=O)Nc1ccc(C(=O)N2CCN(C(=O)c3ccco3)CC2)cc1	-3	-1	3	15	2	-5	1	-0.8	-12
O=C(Nc1cccc(F)c1)NC1CCN(Cc2ccccc2)CC1	-7	6	12	28	-6	-6	1	0.2	-16
CCCCOc1ccc(CCC(=O)N/N=C/c2ccco2)cc1	-15	0	15	5	-1	-1	5	-0.3	-12
Cc1cc(C)cc(OCc2ccc(C(=O)NC3CCOC3=O)o2)c1 (stereo not drawn)	7	4	-12	4	0	-4	-6	-2.6	-7
O=C(c1ccco1)N1CCN(Cc2nc(-c3cccs3)no2)CC1	-2	-5	14	2	-1	0	3	0.1	-9
CCN(CC)C(=O)COc1ccc2c3c(c(=O)oc2c1)CCCC3	2	-8	4	4	-4	14	-4	-2.1	0
COc1ccc(/C=C/C(=O)c2ccc3c(c2)OCO3)cc1OC	-6	-2	-1	13	-2	-1	2	2.6	19
CC1(C)CC2CC(C)(CN2S(=O)(=O)c2ccc(N)cc2)C1 (stereo not drawn)	0	4	-5	2	1	-4	4	0.4	3
CCOc1ccc2nc(NCCCO)[nH]c2c1	-2	-2	11	9	1	4	-2	-0.5	-7
CCC(NC(=S)NC1CCCCC1)c1ccc(C(C)C)cc1 (stereo not drawn)	.	-8	-13	3	-2	-9	-16	.	-3
O=C(N/N=C/C(Br)=C/c1ccccc1)c1ccncc1	-11	-2	23	3	6	2	-1	3.9	-20
Cc1ccc(-n2c(CCC(=O)O)ccc2-c2cccs2)cc1	4	1	10	7	-1	-3	4	0.6	4
Cn1c(=O)c(C(=O)CN2CCOCC2)c(N)n(Cc2ccccc2)c1=O	13	-2	8	6	-6	3	5	-2.9	-13
CS(=O)(=O)N(CC(=O)N/N=C/c1ccccn1)c1ccc(Oc2ccccc2)cc1	5	-8	-3	19	-4	10	2	-1.6	12
Nc1c(C=C2C=CC(=O)C=C2)c(=O)nc2sc(CC(=O)N3CCOCC3)nn12	8	-5	-12	3	-2	12	-3	-0.4	-5
C(#Cc1ccccc1)C[N+]1(CC#Cc2ccccc2)CCCCC1	12	-16	1	13	-11	43*	-17	-2.1	6
Cc1nc2cc(C)c(C)cc2o1	-4	1	7	5	1	11	6	-0.2	-19
Cc1cnc(NC(=O)CSc2nnc(Cc3ccccc3)o2)s1	-4	-1	0	.	2	3	-2	1.0	.
CCn1nc(NS(=O)(=O)c2ccc([N+](=O)[O-])cc2)c2cc3cc(C)ccc3nc21	0	7	20	0	0	-6	-2	-0.2	-11
